Pf Dd2 growth: qHTS Primary assay for Inhibitors of Plasmodium falciparum Dd2 growth in vitro; P. falciparum Dd2 growth, SYBR Green, 72 h; Potency, µM (doses to about 28.9 µM), inactives show at the top dose activity, negative = inhibition, hits mostly inhibitors; 120,000 compounds, 4.3% hits; AID 1347417, 2020; active means well fitted inhibition curve with a large enough effect; inconclusive means small, poorly fitted or top-dose-only effect; inactive means no such curve, though single readings can be large or run the other way;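 further: plate controls were DMSO vehicle for no effect and reference drug for full effect; nearly all actives have a fitted effect of over 65% in size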
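Readout: SYBR Green fluorescence, 485 nm excitation, 535 nm emission, after ~16 h lysis at 37C. Before that, Dd2-infected red cells (2.5% hematocrit) grew 72 h with compound, 29 uM top final concentration.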
Numbers without * were called inactive; i = inactive; ? = inconclusive; [ ] = dose if it differs, or a comment. Potency means the concentration at half of the fitted maximal effect. Only part of the results is shown (hit frequency here may not be typical).

canonical_smiles | Pf Dd2 growth
CCN1C(=O)C2CC3(CCN(C(=O)c4ccc(C)s4)CC3)CN2C1=O (stereo unspecified) | ?
CCN1CCc2c(sc(-n3cccc3)c2C(C)NC(=O)Nc2ccc(Br)cc2)C1 (stereo unspecified) | ?
COCC1CN(C)CC12CCN(Cc1ccc(Br)o1)CC2 (stereo unspecified) | -28%
CN(CCn1cc(-c2cncnc2)nn1)S(C)(=O)=O | -11%
CCOC(=O)c1c(C)[nH]c(C)c1S(=O)(=O)N1CCN(c2cccc(C(F)(F)F)c2)CC1 | ?
COc1cc2c(cc1OC)C(C[C@H]1CN(C(=O)c3ccc(C#N)cc3)CC[C@H]1CC(=O)O)=NCC2 | -5%
COc1ccc(N2CCN(C(=O)CN3C(=O)NC4(CCC(C)CC4)C3=O)CC2)cc1 (stereo unspecified) | 1%
Cc1nc2c(C(=O)NCCc3ccc(Cl)cc3)c[nH]n2c(=O)c1Cc1ccccc1F | 30%

Later entries.
canonical_smiles | Pf Dd2 growth
Cn1c(=O)c2sccc2n2c(CCCC(=O)NC3CCCCC3)nnc12 | -16%
O=C1N[C@H](Cc2ccc(O)cc2)C(=O)N2CC[C@H](NS(=O)(=O)c3ccc(Cl)cc3)C[C@@H]12 | i
CS(=O)(=O)N1CCCN(Cc2ccc(C#N)cc2)CCNC(=O)CC1c1ccccc1 (stereo unspecified) | -18%
CCCCSc1nnc2n(-c3ccc(OC)cc3)c(=O)c3c4c(sc3n12)COC(C(C)C)C4 (stereo unspecified) | ?
NC(=O)c1cc[nH]c1C1CCCN(C(=O)NC2CCCCC2)C1 (stereo unspecified) | 5%
Cc1nc2c(-c3ccccc3)c(C)nn2c(C)c1CCC(=O)NCc1ccccc1Cl | 6%
COc1ccccc1CNC(=O)c1ccc(-c2nc(CS(=O)c3ccccc3)c(C)o2)cc1 (stereo unspecified) | i
Cc1c(Cl)cccc1NC(=O)C(C)n1c(=O)cc(C)c2c(C)nn(-c3ccccc3)c21 (stereo unspecified) | 1%

Entries listed so far with an aryl methoxy group (4):
canonical_smiles | Pf Dd2 growth
COc1cc2c(cc1OC)C(C[C@H]1CN(C(=O)c3ccc(C#N)cc3)CC[C@H]1CC(=O)O)=NCC2 | -5%
COc1ccc(N2CCN(C(=O)CN3C(=O)NC4(CCC(C)CC4)C3=O)CC2)cc1 (stereo unspecified) | 1%
CCCCSc1nnc2n(-c3ccc(OC)cc3)c(=O)c3c4c(sc3n12)COC(C(C)C)C4 (stereo unspecified) | ?
COc1ccccc1CNC(=O)c1ccc(-c2nc(CS(=O)c3ccccc3)c(C)o2)cc1 (stereo unspecified) | i

Following part
canonical_smiles | Pf Dd2 growth
CCC(Sc1ncnc2sc3c(c12)CCCC3)C(=O)OCC(C)C (stereo unspecified) | -30%
COCCCNC(=O)CCc1c(C)nc2nc(-c3cc(OC)cc(OC)c3)nn2c1C | ?
CC(C)c1ccc(C(=O)N2c3ccccc3CC2c2nc(C3CC3)no2)cc1 (stereo unspecified) | 17%[5.79 µM]
O=C(CN1CCN(Cc2ccccc2Cl)C1=O)NCCc1ccc(Cl)cc1 | -14%
CCCN1CCC2(CCN(C(=O)c3ccc(C)cc3)CC2)Oc2ccccc21 | -2%
O=C1[C@@H]2C[C@@H](CN2Cc2ccc(C(F)(F)F)cc2)Oc2ccccc2N1Cc1cccnc1 | i
Cc1cc(C)nc(-n2nc(C)c3c2N(Cc2ccccc2C)C(=O)CC3c2ccc(Cl)cc2)n1 (stereo unspecified) | 8.9µM*
Cc1ccc2c(c1)CC(C)N2S(=O)(=O)c1nnc(NC(=O)C(C)C)s1 (stereo unspecified) | 2%

More results follow.
canonical_smiles | Pf Dd2 growth
O=C1CCN(S(=O)(=O)c2cccs2)CCCCCCN1 | -5%
COc1ccc(-c2cc(N3CCCN(C(=O)c4ccc5nc[nH]c5c4)CC3)n[nH]2)cc1 | i
COc1cccc(CN2CCCC(O)(CN3CCC4(CC3)OCCO4)C2=O)c1 (stereo unspecified) | i
Cc1cccc(OCC(=O)OCc2cc(=O)n3nc(C4CC4)sc3n2)c1 | -17%
Cc1ccc(-n2nc(C(=O)N3CCN(c4cccc(C(F)(F)F)c4)CC3)c3c4ccccc4n(C)c3c2=O)cc1 | 6%
O=C(NCCc1ccco1)C1CC(=O)N(c2n[nH]c3cc(Br)ccc23)C1 (stereo unspecified) | -3%
Cc1occc1C(=O)N1CCC(N2CCCC(C(=O)NCc3ccccn3)C2)CC1 (stereo unspecified) | 4%
CCCNc1ccc(-c2nc(-c3ccncc3)no2)cc1[N+](=O)[O-] | ?

More records.
canonical_smiles | Pf Dd2 growth
COc1ccc(Cn2ccc3nc(C)c(C(=O)NCc4cccc(OC)c4)cc3c2=O)cc1 | -25%
CC(=O)Nc1ccc(-n2c(CCC(=O)O)ccc2-c2ccc(Br)cc2)cc1 | 22%
CCOc1cccc(CN2C[C@@H]3C(=O)N(CCN4CCc5ccccc5C4)C(=O)[C@@H]3C2)c1 | ?
CC(C)c1noc(-c2cn(C3CCCN(C(=O)c4ccncc4)C3)nn2)n1 (stereo unspecified) | 129%[activator]
COc1ccccc1-c1cnc(Nc2cccnc2)c2c1CCO2 | i
Cc1cc2nc(CO[C@H]3CN(C4CCN(C)CC4)C[C@H]3F)[nH]c2cc1C | -20%[44.1 µM]
O=C(N1CCCC(Cc2nc(C3CCOCC3)no2)C1)C1(c2ccccc2)CC1 (stereo unspecified) | 10%
CCOC(=O)N[C@H](Cc1c[nH]c2ccccc12)C(=O)Nc1cccc(Cl)c1 | -5%

(more compounds)
canonical_smiles | Pf Dd2 growth
CCOc1ccc(C(=O)Nc2cc(-c3nc4ccccc4o3)ccc2C)cc1Cl | 20%
COc1ccc(Nc2nc(C)nc(N)c2S(=O)(=O)c2ccccc2)cc1 | 40%[activator]
COc1ccc(NC(=O)CCNS(=O)(=O)c2ccc3c(c2)CCCC(=O)N3)cc1 | 57%[activator]
CN(C)c1ccc(CN2CCC3(CC2)C(=O)Nc2ccccc23)cc1 | ?
O=C1CCN(S(=O)(=O)c2ccccc2)CCCN(C2CCOCC2)CCN1 | -27%
COc1ccc(CNC(=O)c2noc(-c3ccc(F)cc3)n2)c(OC)c1 | i
COc1ccc(C(=O)N2CCC(n3c(C)cnc3-c3ccccc3)CC2)c(OC)c1 | ?
COCc1cc(C[C@@H]2CC[C@H](O)[C@@H](CN(C(=O)Nc3ccccc3OC)C(=O)Nc3ccccc3OC)O2)no1 | i

Gathered by group: those above with a COOH group (2)
canonical_smiles | Pf Dd2 growth
COc1cc2c(cc1OC)C(C[C@H]1CN(C(=O)c3ccc(C#N)cc3)CC[C@H]1CC(=O)O)=NCC2 | -5%
CC(=O)Nc1ccc(-n2c(CCC(=O)O)ccc2-c2ccc(Br)cc2)cc1 | 22%

Other records
canonical_smiles | Pf Dd2 growth
Cc1ncccc1C(=O)N1CCC2(CC1)CC(N(Cc1ccccc1)C1CC1)CCO2 (stereo unspecified) | 9%
O=C(NC1CCN(c2cc(-c3cccs3)[nH]n2)CC1)c1cccc(OC(F)(F)F)c1 | ?
O=C1CCCc2cc(S(=O)(=O)N3CCCC(C(=O)NCc4ccc(Cl)cc4)C3)ccc2N1 (stereo unspecified) | -2%
Cc1cc(C)n(Cc2cccc(C(=O)N[C@@H]3CCNC[C@H]3O)c2)n1 | 2%
O=C(O)CC1COCCN1Cc1ccsc1 (stereo unspecified) | 5%
COc1cc2nc(NCCc3ccc(Cl)cc3)n3nc(-c4ccccc4)nc3c2cc1OC | ?
Cc1ccc(C(=O)N2CCC(c3noc(C4CC4)n3)C2)cn1 (stereo unspecified) | 20%[5.79 µM]
CC(c1cccs1)N(C)Cc1ccc(N(C)C)cc1 (stereo unspecified) | ?

Going on with the list.
canonical_smiles | Pf Dd2 growth
O=C(Nc1cc(F)ccc1F)c1cc2nc(-c3ccco3)cc(C(F)(F)Cl)n2n1 | 41%[activator]
CCCCN(CC)CCCNC(=O)Cn1ncc2c3ccccc3n(Cc3ccccc3F)c2c1=O | 4µM*
Clc1cccc(-n2ncc3c(N4CCCCCC4)ncnc32)c1 | 29%
O=C1CCCN1CCCN1C(=O)[C@H]2CN(Cc3ccc(F)c(Cl)c3)C[C@H]2C1=O | 16%
O=C(COc1ccc(F)cc1F)N1CCN(C(=O)C2CCCO2)CC1 (stereo unspecified) | -20%
COc1ccc(C2Cn3nnc(-c4nc(-c5ccc(C(F)(F)F)cc5)no4)c3CO2)cc1 (stereo unspecified) | -23%
Cn1cccc1C(=O)N1C[C@@H](NC(=O)Nc2ccc(F)cc2F)C[C@H]1C(=O)N[C@H](Cc1c[nH]c2ccccc12)C(N)=O | -26%
COc1cc2ncc3c(-c4ccc(C)cc4)nn(-c4ccc(F)cc4F)c3c2cc1OC | ?

Following part:
canonical_smiles | Pf Dd2 growth
CN1C(=O)N(C)C2(CCN(CCOc3ccc(F)cc3)C2)C1=O (stereo unspecified) | -3%
Cc1ccc(-c2noc(-c3nc(Cc4ccccc4)no3)n2)cc1 | -9%
CCOc1ccc(C(=O)Nc2cccc(OCc3cc(=O)n4ccccc4n3)c2)cc1 | 15%
O=C(Cn1c(=O)oc2cc(S(=O)(=O)N3CCCCCC3)ccc21)Nc1ccc(F)cc1F | 14%
COc1ccccc1N1CCN(c2ncnc3onc(-c4ccc(F)cc4)c23)CC1 | -12%
CCn1c(NCc2ccc(OC)c(OC)c2)nc2ccccc21 | -5%
COCCOC1CCOC2(CCN(C(=O)c3nn(C)c4ccccc34)CC2)C1 (stereo unspecified) | 5.6µM*
CN1C(=O)C2(CCN(Cc3cc4n(n3)CCCNC4)CC2)c2ccccc21 | -28%

The list goes on.
canonical_smiles | Pf Dd2 growth
COCCOC1CCOC2(CCN(C(=O)c3cnccn3)CC2)C1 (stereo unspecified) | 43%[activator]
O=C(c1nc2sccn2c1Br)N1CCC(N2CCCCCC2=O)CC1 | -18%
Cc1nc([C@@H]2CN(C(=O)c3cc(C)n(Cc4ccco4)c3C)C[C@H]2C(N)=O)n[nH]1 | 8%
Cc1ccccc1CCNC(=O)c1ccc2c(c1)nc1n2CCOC1 | 6%
Cc1cccc(-n2nc(C)c(CCC(=O)NC3CC3)c2Oc2ccccc2C)c1 | -1%
CCC1CCCCN1CC(=O)N1CCCc2c1c(=O)oc1ccc(OCc3ccccc3)cc21 (stereo unspecified) | ?
CC(C)(CC(=O)O)CC(=O)N[C@H]1CO[C@H]2[C@@H]1OC[C@@H]2n1nnnc1Oc1ccc(-n2cncn2)cc1 | 4%
CN(C)[C@@H]1CN(C(=O)c2ccc(F)cc2)CC[C@]1(O)c1ccccc1 | -11%[5.79 µM]

Other records follow.
canonical_smiles | Pf Dd2 growth
CCCc1nn(-c2ccccc2)c(=O)n1CC(=O)N(C)Cc1cnn(C)c1C | -8%
O=C(COc1ccccc1)N[C@H]1[C@H](O)[C@H](O)C[C@@H]1c1ccc(C(F)(F)F)cc1 | -11%[44.1 µM]
COc1ccc(C(=O)N2CCC(N3C[C@H](O)C[C@H]3C(=O)NCc3cccnc3)CC2)cn1 | -5%
CCCN1CCN(CCCNC(=O)Cn2c(-c3cccs3)cc3ccccc32)CC1 | ?
O=C(CN1C(=O)NC(c2ccc(Cl)cc2)C2=C1COC2=O)Nc1ccccc1 (stereo unspecified) | i
COCCOc1cc(C)c2c(c1C)C[C@H]([C@H](C)C(=O)Nc1ccccn1)CC2 | 13µM*
COc1cccc(S(=O)(=O)NCC(=O)N2CCCCCNC(=O)CC2c2ccccc2)c1 (stereo unspecified) | i
CC(=O)N1CCCC1c1nc(C2CN(Cc3cc(F)c(F)cc3F)C2)no1 (stereo unspecified) | -21%

More entries follow.
canonical_smiles | Pf Dd2 growth
Cc1ccc(NC(=O)CSc2nc(=O)cc(N)n2CCc2ccccc2)cc1 | ?
O=C(O)c1cccc(NC(=O)c2cc3cc(Br)cc(Br)c3oc2=O)c1 | -8%
COc1ccc2nc([C@H]3CCN(C4CCN(C)CC4)C3)[nH]c2c1 | i
CCc1ccccc1NC(=O)Cn1nc(C(F)(F)F)c2c1CCC2 | 43%[activator]
CN(Cc1ccccc1)C(=O)Cn1c(=O)c2cccn2c2ccc(F)cc21 | -15%
COc1cccc(CNC(=O)c2cc(-c3cccc(OC)c3)n[nH]2)c1 | 10%
COc1ccc(CN2CCC[C@H]2c2nc(-c3ccc(N4CCC(C(N)=O)CC4)nc3)no2)c(O)c1 | ?
CC(C)Cc1cc(C(=O)N2CCOCC2CC(=O)N2CC=CC2)nc(=O)[nH]1 (stereo unspecified) | 5%

Following part
canonical_smiles | Pf Dd2 growth
COc1ccc(CN2CCc3nc(C)nc(-c4ccc(O)cc4)c3C2)cc1 | i
Cn1nc(-c2cccs2)cc1[C@H]1CN2CC[C@H]1C[C@@H]2CNC(=O)c1ccc2c(c1)OCO2 | i
CC(C)(C)c1cc(C[C@@H]2CC[C@H](O)[C@@H](CNC3CCNCC3)O2)no1 | 2%[44.1 µM]
Cc1ccc2nc(NC(=O)c3cccn(Cc4ccc(Cl)cc4)c3=O)sc2c1 | 27%
C=CCNC(=O)N1CC[C@H]2CC(=O)N(CC(N)=O)CC[C@H]2C1 | -18%[44.1 µM]
COc1ccc(-c2nc(SCC(=O)NCCc3ccc(OC)c(OC)c3)n[nH]2)cc1 | 23%
CC1(c2ccccc2)N(Cc2ccccc2)C(=O)OC12CCN(C(=O)c1ccc(F)cc1)CC2 (stereo unspecified) | i
COc1ccccc1C(=O)Nc1sc(Nc2ccccc2)nc1C(N)=O | 40%[activator]

More compounds.
canonical_smiles | Pf Dd2 growth
C[C@@H]1CN(C(=O)c2ccco2)C[C@H]1c1nc(-c2ccccc2)no1 | -9%
O=C(NC1CCCC1)N1CCC(c2noc(-c3cccnc3)n2)C1 (stereo unspecified) | 69%[activator][5.79 µM]
CCCCOc1ccc(-c2nn(-c3ccccc3)cc2C2NC(=O)NC(C)=C2C(=O)OCC)cc1 (stereo unspecified) | ?
O=C(c1ccccn1)N1CCC2(CC1)CC(OCC1CC1)CCO2 (stereo unspecified) | 26%

Screening data as filed in PubChem BioAssay.
